# Screening data deposited in PubChem by National Center for Advancing Translational Sciences (NCATS).
# Lipid storage S3 – qHTS Assay for Lipid Storage Modulators in Drosophila S3 Cells | Drosophila S3 cells, BODIPY lipid droplet fluorescence, 18-24 h; cells fed with added oleic acid | AID 2685, 2010 | hit rate 0.64% among 320,000 | lipid storage change, negative = inhibition, % at the top dose, mostly 46.1 µM; hits show Potency in µM; active = well fitted inhibition curve with a large enough effect in the signal ratio, with a control signal flat, not every such curve was filed as active; inconclusive = small, poorly fitted or top-dose-only effect, or effect the other way, or a change in a side signal; the % refers to the signal ratio
#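 Drosophila S3 cells got compounds at several concentrations plus oleic acid (400 uM solution). Laser-scanning cytometry with 488 nm excitation read lipid droplets at 500-530 nm and cells at 575-640 nm. Percent activity was relative to 20 uM Triacsin C.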
# Lipid storage S3 cell count max – second read-out of Lipid storage S3, no call of its own (marks repeat the call); cell number change, %; measured here: cell count max response;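 cells counted by Cell Tracker Red CMTPX staining in the red channel; peak over a dose series mostly up to 46.1 µM; percent activity relative to internal control wells on each plate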
# Active calls of the source: *; i = inactive; ? = inconclusive; . = not tested or not shown; [ ] = another dose, or the depositor's remark. % is scaled to controls: 0 for no effect and ±100 for the full control effect; potency is read from the fitted curve at half-maximal effect. Only part of the results is shown; rates above refer to the full screens.
# Values run as follows: Lipid storage S3	Lipid storage S3 cell count max
O=C(NCc1ccncc1)C12CC3CC(CC(C3)C1)C2
 : 9%	2
CN(C(=O)c1ccc(OC2CCN(C(=O)c3cccnc3)CC2)cc1)C1CCCCC1
 : 20%	6
Cc1cccc(-c2noc(CN(C(=O)c3ccc(Br)o3)C(C)C)n2)c1
 : ?	.
CC(=O)c1cn(CC(=O)Nc2ccc(C)cc2C)c2ccccc12
 : ?	.
COc1ccc2nc(Cl)c(C#N)cc2c1
 : 7%	5
NC1=NC(=Nc2ccc(Br)cc2)c2ccccc21
 : ?	.
CC(C)(C)C(=O)COC(=O)c1ccc(N)c([N+](=O)[O-])c1
 : -6%	-11
CCOC(=O)N1CCN(C(=O)C(C)(C)Oc2ccc(Cl)cc2)CC1
 : ?	.
O=C(NCCCC1CCCC1)C1CCC(=O)N(Cc2ccc(Cl)cc2)C1 (configuration not stated)
 : ?	.
CC(C)c1nc(Cl)c(C#N)c2c1COC(C)(C)C2
 : -1%	.

# Some of the entries so far, as labelled records.
Cc1cccc(-c2noc(CN(C(=O)c3ccc(Br)o3)C(C)C)n2)c1
  Lipid storage S3 = ? | Lipid storage S3 cell count max = .

CC(=O)c1cn(CC(=O)Nc2ccc(C)cc2C)c2ccccc12
  Lipid storage S3 = ? | Lipid storage S3 cell count max = .

# More compounds:
# Values run as follows: Lipid storage S3	Lipid storage S3 cell count max
Cc1cc(N)ccc1-c1cc2ccccc2oc1=O
 : 4%	-18
CN(C)S(=O)(=O)c1ccc2oc(SCC(=O)NCC(F)(F)F)nc2c1
 : ?	.
Cc1csc2ncc(C(=O)NCc3ccco3)c(=O)n12
 : -2%	-25
COc1ccccc1CCNC(=O)CCn1c(=O)c2cccn2c2ccc(F)cc21
 : ?	.
COc1ccc(N(C)S(=O)(=O)c2cccc(C(=O)OC(C)C(=O)NC3CCCCC3C)c2)cc1 (configuration not stated)
 : ?	.
N/C(=N\OC(=O)c1ccc(Cl)cc1)c1nonc1N
 : ?	.
O=C(N/N=C1/C(=O)c2cccc3cccc1c23)c1ccc(Cl)cc1
 : i	.
CCOc1ccccc1CNn1nnnc1N
 : 6%	17
COc1ccccc1OCC(=O)n1cc(C(=O)c2cc(Cl)cc(Cl)c2O)cn1
 : ?	.
CCNC(=O)/C(C#N)=C/c1c(N2CCN(c3ccc(OC)cc3)CC2)nc2c(C)cccn2c1=O
 : ?	.
CO/N=C/Cc1c([N+](=O)[O-])c(C)nn1C
 : ?	.
CCSc1nc2ccccc2n1CCC(=O)O
 : i	.
COc1ccc(C(=O)NCC(=O)OCC(=O)N2CCC(C)CC2)cc1OC
 : ?	.
CCOc1ccc(/C=C/C(=O)N(CC)CC(=O)Nc2ccc3c(c2)OCCO3)cc1OC
 : ?	.
Cc1ccc(CNC(=O)COC(=O)c2cncc(Br)c2)cc1
 : ?	.
O=C(C1=C(O)C(=O)N(CC2CCCO2)C1c1ccccc1[N+](=O)[O-])c1ccco1 (configuration not stated)
 : ?	.
COCC1CCN(Cc2c(C(=O)N3CCN(C4CCCCC4)CC3)nc3ccccn23)C1 (configuration not stated)
 : -21%	20
O=C(Nc1ccccc1)N1CCCN(Cc2ccccc2F)C1
 : 7%	2
CCOC(=O)C(NC(=O)c1ccc(OC)cc1)(OCC1(CC)COC1)C(F)(F)F (configuration not stated)
 : ?	.
COc1ccc(-c2noc(CCCC(=O)Nc3ccc(C(N)=O)cc3)n2)cc1OC
 : -9%	11
COc1cc(C(=S)N2CCOCC2)ccc1O
 : ?	.
CCCc1n[nH]c2c1/C(=N\O)CCC2
 : i	14
CCc1cccc(C)c1NC(=O)CCOc1ccccc1
 : ?	.
COc1ccc(CN2C=C3C(=O)C(C)(OC(=O)C4CCCC4)C(=O)C=C3C=C2c2ccsc2)cc1 (configuration not stated)
 : 4%	8
O=C(CCN1C(=O)C2CC=C(Cl)CC2C1=O)NCc1ccccc1 (configuration not stated)
 : -3%	-10
Cc1c(C(=O)O)oc2c(F)cccc12
 : ?	.
CCCCC(=O)Nc1cc(C)c(NC(=O)c2cccs2)cn1
 : ?	.
COc1ccc(NC2CCCN(C(=O)CCc3cn[nH]c3)C2)cc1 (configuration not stated)
 : ?	.
CCn1c(SCc2ccc(C(=O)Nc3nccs3)cc2)nnc1-c1ccc(N)cc1
 : ?	.
O=C(Nc1ccc(COc2ccccc2)cc1)Oc1ccccc1N1CCOCC1
 : 8%	8
O=C(Nc1nn(Cc2ccccc2F)cc1Br)c1cccs1
 : ?	.
CCN(C(=O)COC(=O)/C=C/c1cnc2ccccc2n1)C1CCS(=O)(=O)C1 (configuration not stated)
 : ?	.
CCOC(=O)C1=C(C)N=c2s/c(=C/c3ccc(OCC(=O)O)cc3)c(=O)n2C1c1cc(OC)c(OC)c(OC)c1 (configuration not stated)
 : ?	.
CN(C)S(=O)(=O)c1ccc(NC(=O)COC(=O)C2COc3ccccc3O2)cc1 (configuration not stated)
 : 4%[9.22 µM]	-3
O=C(COc1ccc(Cl)cc1Cl)NC(=O)N1CCCCC1
 : i	.
Cc1ccc(NC(=O)CCC(=O)NNC(=O)c2cccc([N+](=O)[O-])c2)cc1C
 : i	.
O=C(CSc1ccccn1)NCc1ccc2c(c1)OCO2
 : 2%	3
COc1ccccc1CNC(=O)C1CCN(c2ncnc3c2nc2n3CCCCC2)CC1
 : ?	.
CCC(=O)Nc1c2c(nn1-c1ccccc1C)CSC2
 : 3%	12
CCOC(=O)c1csc(NC(=O)Nc2cccc(OC)c2)n1
 : 5%	4
O=c1c(CN2CCN(c3ccccn3)CC2)coc2ccccc12
 : ?	.
O=C(O)CCN1C(=O)/C(=C/c2cn(-c3ccccc3)nc2-c2cccs2)SC1=S
 : 6%	-1
O=C(COc1cccc(OC(F)F)c1)Nc1ccc(SC(F)F)cc1
 : -4%	15
CCCN(CCC)C(=O)C1CCC(CNS(=O)(=O)c2cccc3nsnc23)CC1 (configuration not stated)
 : ?	.
O=C(N1CCOCC1)N1CCC(n2nnc3ccccc32)CC1
 : ?	.
Cc1ccc(-c2nc3ccccc3s2)cc1NC(=S)NC(=O)/C=C/c1ccco1
 : ?	.
CC(C)(C)n1nc2c(c1NC(=O)COc1ccc3ccccc3c1)CS(=O)(=O)C2
 : i	.
O=C(Cc1cccs1)Nc1ccc(F)cc1F
 : ?	.
COC(=O)c1ccccc1C(=O)c1ccc2c(c1)NC(=O)CO2
 : 26%	.
CC(OC(=O)CC1CC2CCC1C2)C(=O)Nc1ccc(N2CCOCC2)cc1 (configuration not stated)
 : ?	.

# Among those listed so far, these contain an NH in an aromatic ring.
# Values run as follows: Lipid storage S3	Lipid storage S3 cell count max
CCCc1n[nH]c2c1/C(=N\O)CCC2
 : i	14
COc1ccc(NC2CCCN(C(=O)CCc3cn[nH]c3)C2)cc1 (configuration not stated)
 : ?	.

# (further entries)
# Values run as follows: Lipid storage S3	Lipid storage S3 cell count max
Cc1cc(N2CCN(C)CC2)nc2ccc(NC(=S)NCc3cccs3)cc12
 : 21%	.
COC(=O)C(CC(C)C)Oc1ccc2c(C)cc(=O)oc2c1 (configuration not stated)
 : i	.
Cc1ccc(NC(=O)c2ccc(NS(=O)(=O)c3ccc4[nH]c(=O)[nH]c4c3)cc2)nc1
 : ?	.
COc1ccccc1NC1=NC(c2ccc(Cl)cc2)N=C(N)N1 (configuration not stated)
 : i	.
CS(=O)(=O)c1cnc2c(S(=O)(=O)c3ccccc3)cnn2c1N
 : ?	.
COc1ccccc1OCCNC(=O)CN1C(=O)NC2(CCCC2)C1=O
 : ?	.
Cc1cc(C)nc(/N=C(\N)Nc2ccc(SC(F)F)cc2)n1
 : ?	.
Cc1n[nH]c(=O)c2c(NC(=O)CSc3nn(-c4ccccc4)c(=S)s3)oc(C)c12
 : ?	.
CC(=O)CCc1ccc(OCC(O)CNCCOc2ccc(C)cc2)cc1 (configuration not stated)
 : ?	.
COc1ccccc1CNC(=O)C1CCCC1
 : ?	.

# In the list so far, these contain a CF3 group.
# Values run as follows: Lipid storage S3	Lipid storage S3 cell count max
CN(C)S(=O)(=O)c1ccc2oc(SCC(=O)NCC(F)(F)F)nc2c1
 : ?	.
CCOC(=O)C(NC(=O)c1ccc(OC)cc1)(OCC1(CC)COC1)C(F)(F)F (configuration not stated)
 : ?	.

# Remaining list, next part:
# Values run as follows: Lipid storage S3	Lipid storage S3 cell count max
CCOC(=O)C1=C(CC)Nc2ccccc2N=C1NC(=O)c1ccc(S(=O)(=O)N2CCOCC2)cc1
 : ?	.
CSc1ccccc1OCc1cc(C(=O)N2CCc3sccc3C2)no1
 : ?	.
CCC1=NN(C(=O)C(=O)Nc2ccc(OC)cc2)C(O)(C(F)(F)F)C1 (configuration not stated)
 : ?	.
Nc1nc(OCC2CCCCC2)c2[nH]cnc2n1
 : -10%	-7
COCCNC(=O)c1ccc(C)c(S(=O)(=O)Nc2ccc(C)cc2)c1
 : ?	.
O=C1CCC(C(=O)N(Cc2ccco2)C2(C(=O)NC3CCCC3)CCCCC2)N1 (configuration not stated)
 : ?	.
O=C(NC1CCCc2ccccc21)C1CCN(S(=O)(=O)c2cccc3nsnc23)CC1 (configuration not stated)
 : ?	.
CCOC(=O)C1=C(COC(=O)/C=C/c2ccc([N+](=O)[O-])cc2)NC(=O)NC1C (configuration not stated)
 : ?	.
O=C(NCCc1ccc(F)cc1)c1cc2ccccc2oc1=O
 : ?	.
Cc1nc(SCC(=O)NCc2ccc(F)cc2)c2c(=O)n(C)c(=O)n(C)c2n1
 : i	.
Cc1nn(-c2ccccc2)c2c1C(O)n1c(nc3ccccc31)S2 (configuration not stated)
 : ?	.
CC1(C(=O)O)CCC(C(=O)Nc2ccc(OC(F)(F)Cl)cc2)C1(C)C (configuration not stated)
 : ?	.
COc1cc2c(C(=O)N3CCN(C)CC3)c(C)oc2cc1Br
 : i	-8
CC(C)C(=O)Nc1ccc(C(=O)N2CCN(C(=O)c3ccco3)CC2)cc1
 : 4.6µM*	6.9*
Cc1cc2c(NCc3ccccc3)ncnc2s1
 : i	-13
COc1ccc(-c2[nH]ncc2CN2CCN(c3ccc(F)cc3)CC2)cc1
 : 4%	-2
Cn1cnc2cc(NC(=O)COc3ccccc3)ccc21
 : ?	.
Cc1ccc(-c2nc(-c3ccncc3)no2)c(C)c1
 : ?	.
CCn1c(=N)n(CC(=O)c2ccco2)c2ccccc21
 : i	.
COc1ccc(C2/C=C\CN(C(=O)NC34CC5CC(CC(C5)C3)C4)CC(=O)N2Cc2ccc(F)cc2)cc1 (configuration not stated)
 : -7%	-7
CC(C)CNc1c(N)n(CC(C)C)c(=O)[nH]c1=O
 : ?	.
C/C(CCc1ccc2c(c1)OCO2)=N\N=C1\NC(=O)CC(C(=O)Nc2ccccc2)S1 (configuration not stated)
 : -1%	7
Cc1c(C#N)c2ccccc2n1CC(=O)NC(C)c1ccccc1 (configuration not stated)
 : ?	.
CCCCn1c(N)c(N(CC(C)C)C(=O)C2CC(=O)N(CCc3ccccc3)C2)c(=O)[nH]c1=O (configuration not stated)
 : 6%	1
O/N=C/c1ccc(-c2ccccc2OC(F)(F)F)o1
 : ?	.
CCCCC1=NN2C(=N)CC(=O)N=C2S1
 : -9%	-1
CCn1c(COc2ccc(C)cc2)nnc1SCC(=O)NNC(=O)c1ccc(OC)cc1
 : 0%	3
O=C(N/N=C/c1ccc(F)cc1)c1c(O)c2ccccc2[nH]c1=O
 : -12%	-15
COc1cc2c(cc1OC)C(c1cccc(F)c1)CC(=O)N2 (configuration not stated)
 : ?	.
COCCNC(=O)c1ccc(NS(=O)(=O)c2cc(C)ccc2C)cc1
 : i	.
CCc1ccc2c(c1)C1(NN=C(c3ccccc3)S1)C(=O)N2 (configuration not stated)
 : ?	.
O=C(O)CCc1ccc(-c2ccc(Cl)cc2)n1CC(=O)Nc1ccccc1
 : 10%	3
CC(C(=O)Nc1ccccc1Cl)N(c1ccccc1)S(C)(=O)=O (configuration not stated)
 : -3%	-7
CCn1c(C(=O)O)c(S(=O)(=O)c2ccc(Cl)cc2)c2ccccc21
 : ?	.
Cc1cc(C)n2nc(SCCOc3ccccc3F)nc2n1
 : ?	.
CCOC(=O)CSC1=C(C#N)C(=O)NC2(CCCCC2)S1
 : ?	.
Cc1cc(C)c(S(C)(=O)=O)c(=O)[nH]1
 : -29%	-24
CC(=O)Nc1cc(C(=O)N(C)Cc2ccco2)ccc1Sc1ccc(Cl)cc1
 : 3%	2
Cc1cccc(OCCCC(=O)Nc2nnc(C3CCCO3)s2)c1C (configuration not stated)
 : ?	.
Cc1nnc(SCC(=O)NC23CC4CC(CC(C4)C2)C3)s1
 : i	.
CC1(C)CC(=O)C2=C(C1)NC(=O)CC2c1cc(F)ccc1F (configuration not stated)
 : -9%	-14
N#Cc1ccc(Oc2ccc(S(=O)(=O)N3CCCC3)cn2)cc1
 : ?	.
CC1CC(=O)Nc2ccccc2N1S(=O)(=O)c1ccc(C(F)(F)F)cc1 (configuration not stated)
 : ?	.
CCCC1(c2ccccc2)NC(=O)N(CC(=O)NCC2COc3ccccc3O2)C1=O (configuration not stated)
 : ?	.
CCN(CC)Cc1nc2c(c(=O)[nH]1)C(CC)(CC)Cc1ccccc1-2
 : -5%	-22
CCOC(=O)c1cn(Cc2ccccc2)c2cc(C)nn2c1=O
 : ?	.
COc1ccc(-c2nn(CCC(=O)O)cc2/C=C2\SC(N)=NC2=O)cc1OC
 : 2%	0
COc1cc(C(=O)Nc2nnc(Cc3ccccc3)s2)cc(OC)c1OC
 : 7%	11
CC1CCCCN1CC(=O)Nc1ccc2c(c1)OC(F)(F)O2 (configuration not stated)
 : ?	.
O=C(CSCc1c(F)cccc1Cl)NCc1cccnc1
 : ?	.
